# Source: PubChem
# MrgX1 ag = activates human MrgX1 receptor signaling; Q96LB2; MrgX1-HEK293 cells, Fluo-4 calcium fluorescence, agonist mode; stronger effect = higher value; B-score at 10 µM; 0.44% of 310,000 active;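 active means calcium response B-score plate-corrected fluorescence ratio at least 3 library SD, with starting fluorescence B-score inside 5 SD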
#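 Test system: Stable human MrgX1 HEK293 cell line | Schedule: Overnight plating before 1 h dye loading | Read-out basis: Baseline-normalised fluorescence change ratio, B-scored | Detection: Kinetic calcium dye fluorescence, Fluo-4 NW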
# RGS4 block = human RGS4 inhibition | P49798 | HEK293 M3R/RGS4 inducible, Fluo-4 calcium flux; stronger effect = higher value; triggered by carbachol at its EC20 | B-score at 10 µM | 0.45% of 310,000 active;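 active means B-score, a plate-corrected calcium signal, over three deviations above library mean, with baseline fluorescence within five deviations of library mean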;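 further: RGS4 expression induced by doxycycline in cells with stable M3 receptor; B-score is computed from the integrated fluorescence ratio over baseline after carbachol; higher B-score means a larger calcium signal and so more RGS4 inhibition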
# Target sequence (P49798 whole entry, looked up): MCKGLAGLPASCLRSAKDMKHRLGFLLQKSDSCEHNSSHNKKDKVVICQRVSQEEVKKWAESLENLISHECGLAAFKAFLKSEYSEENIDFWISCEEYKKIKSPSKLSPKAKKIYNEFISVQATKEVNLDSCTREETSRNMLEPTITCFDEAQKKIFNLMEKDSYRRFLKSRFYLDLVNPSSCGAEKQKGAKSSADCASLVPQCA
# Platelet DG rel = modulates dense granule release in human platelets; inhibition, %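 (compounds screened at 7.5 µM in platelet-rich plasma)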; AID 1663; human platelet-rich plasma, SFLLRN dense granule ATP release, luminescence; 0.22% of 300,000 active;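 active means mean replicate score, as percent of positive control, at or above 50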
# SKKanGAS inh = blocks kanamycin growth of S. pyogenes SKKanGAS strain; 1.3% of 300,000 active; inhibition, % at 7.5 µM; BacTiter-Glo, 6 h;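 active means mean replicate score, as percent of positive control median, at least 50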;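 further: strain carries kanamycin resistance gene driven by streptokinase promoter and grows in 40 µg/ml kanamycin; loss of luminescence reflects streptokinase promoter inhibition or plain growth inhibition; 0% = median of DMSO wells and 100% = positive control at its reference dose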
# MrgX1 antagonist = human MrgX1 receptor antagonism, primary screen. MRGX1-HEK293 calcium flux, Fluo-4, BAM8-22 antagonism; stronger effect = lower value. B-score at 10 µM. 1.3% of 310,000 active. AID 588676;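 active means calcium-response B-score plate-corrected more than 3 library SD below zero, starting fluorescence within 5 deviations, no agonist response on first addition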;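 further: peak minus trough fluorescence over baseline after final BAM8-22 challenge near maximal dose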
# MrgX1 allo act = human MrgX1 positive allosteric modulation, primary screen | Q96LB2 | MrgX1-HEK293, Fluo-4 calcium flux, FDSS; stronger effect = higher value | B-score at 10 µM | 0.63% of 310,000 active | AID 588675;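 active means plate-corrected calcium response at least 3 library SD above typical, normal starting fluorescence, not activating the receptor alone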;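 further: compound read alongside a low EC10 to EC30 dose of BAM8-22 agonist; peak minus trough fluorescence over baseline measured at the second addition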
# TRPC4 block = inhibitors of mouse TRPC4 channel; HEK293 TRPC4beta/mu-opioid, DAMGO-evoked Fluo4 calcium flux; stronger effect = lower value; B-score at 10 µM; 0.39% of 300,000 active; AID 2247;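 active means B-score over 3 SD under the library average, no early fluorescence shift, positive overall ratio signal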
#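 Assay system – HEK293 line stably carrying TRPC4beta and mu-opioid receptor · Doses – single dose · Detection – Fluo4 calcium-dye fluorescence, kinetic read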
# HIF act = HIF pathway transcriptional activation | U2OS HRE-luciferase reporter, luminescence; normalized: DMSO 0%, desferrioxamine 100% | activation, % at 7.5 µM (by protocol) | 0.32% of 300,000 active | AID 1910;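 active means mean activation of at least 10% of the iron chelator positive control signal, with at least half of replicates also reaching 10%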
# RGS4 act = potentiators or activators of RGS4 | B-score at 10 µM | 0.92% of 310,000 active | HEK293 M3R/inducible RGS4, carbachol calcium flux Fluo4; stronger effect = lower value;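 active means B-score of the integrated calcium signal more than 4 SD below the library mean, with starting fluorescence not abnormally high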;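 further: negative B-score means reduced calcium response which marks RGS4 activation or potentiation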
#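 Assay system: HEK293 FlpIn-TREx cells, stable M3R, doxycycline-inducible RGS4 / Probe or stimulus: carbachol, ECmax concentration / Times: overnight RGS4 induction, 30 min dye load 37 °C, 20 min compound RT / Signal: kinetic calcium fluorescence imaging with Fluo4-AM dye, 2 µM / Measure: Agonist-evoked peak-minus-minimum fluorescence over baseline, integrated ratio, B score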
# TRPC6 inhibitor = blocks the mouse TRPC6 cation channel; HEK293-TRPC6, membrane potential dye, ACh-evoked depolarization; stronger effect = lower value; B-score at 10 µM; AID 2553; 1.1% of 310,000 active;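 active means B-score under library mean minus 3 SD, initial fluorescence not abnormally high, positive integrated signal ratio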;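 further: B-score derived from integrated fluorescence ratio over the kinetic read; more negative B-score means stronger inhibition of depolarization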
# Target sequence (Q61143 whole entry, looked up): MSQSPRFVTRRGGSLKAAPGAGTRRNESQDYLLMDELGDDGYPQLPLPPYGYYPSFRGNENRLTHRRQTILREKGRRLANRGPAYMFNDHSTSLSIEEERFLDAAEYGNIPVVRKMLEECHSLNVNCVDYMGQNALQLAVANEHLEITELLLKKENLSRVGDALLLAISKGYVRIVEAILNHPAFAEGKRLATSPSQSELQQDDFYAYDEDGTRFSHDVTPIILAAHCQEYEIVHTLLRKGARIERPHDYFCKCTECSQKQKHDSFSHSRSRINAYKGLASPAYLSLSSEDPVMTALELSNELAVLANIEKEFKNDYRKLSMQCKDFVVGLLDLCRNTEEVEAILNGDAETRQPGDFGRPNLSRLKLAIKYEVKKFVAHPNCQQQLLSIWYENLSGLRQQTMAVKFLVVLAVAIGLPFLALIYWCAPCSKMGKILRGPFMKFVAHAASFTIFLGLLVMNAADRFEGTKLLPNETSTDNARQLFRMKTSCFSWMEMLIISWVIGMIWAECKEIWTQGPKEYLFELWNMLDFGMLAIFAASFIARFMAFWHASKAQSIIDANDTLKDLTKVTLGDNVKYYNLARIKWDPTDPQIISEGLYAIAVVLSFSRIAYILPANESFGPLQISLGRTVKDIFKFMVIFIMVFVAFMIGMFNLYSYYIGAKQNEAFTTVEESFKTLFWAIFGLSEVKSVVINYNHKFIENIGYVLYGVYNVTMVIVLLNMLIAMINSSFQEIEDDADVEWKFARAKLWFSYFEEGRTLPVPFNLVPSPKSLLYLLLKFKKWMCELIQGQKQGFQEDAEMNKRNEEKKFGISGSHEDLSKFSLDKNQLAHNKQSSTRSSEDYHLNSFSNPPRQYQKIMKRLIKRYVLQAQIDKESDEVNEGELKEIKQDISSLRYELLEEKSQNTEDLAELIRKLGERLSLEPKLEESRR
# TRPC6 act = mouse TRPC6 channel activation; AID 2550; B-score at 10 µM; HEK293-TRPC6 membrane potential dye fluorescence; stronger effect = higher value; 0.13% of 310,000 active; Q61143;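 active means B-score of the integrated fluorescence ratio above library mean plus 3 SD, and starting fluorescence ratio within library mean plus 5 SD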;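 further: higher score means more depolarization so channel activation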
# * hit, by the source's call; i = inactive; · = not tested or not shown.
SMILES,MrgX1 ag,RGS4 block,Platelet DG rel,SKKanGAS inh,MrgX1 antagonist,MrgX1 allo act,TRPC4 block,HIF act,RGS4 act,TRPC6 inhibitor,TRPC6 act
Cc1c(Cl)cccc1NC(=O)CN1CCC(NC(=O)C2CCCCC2)CC1,i,i,6,-7,i,i,i,-0.8,i,i,i
COc1cc(C(=O)NCC(c2cccs2)N2CCc3ccccc32)cc(OC)c1OC (centres undefined),i,i,-1,1,i,i,i,2.5,i,i,i
O=C(NCc1ccc(N2CCCC2=O)cc1)c1cn(Cc2ccccc2)nn1,i,i,-1,5,i,i,i,-0.3,i,i,i
O=S1(=O)CCC(n2ncc3c2/C(=C/c2ccccc2)CC3)C1 (centres undefined),i,i,3,11,i,i,i,-0.1,i,i,i
CCOc1cccc(Oc2ncccc2C(=O)/C(C#N)=C/N(C)C)c1,i,i,3,2,i,i,i,0.7,i,i,i
CCOC(=O)C1=C(CS(=O)(=O)c2ccccc2)NC(=O)NC1c1ccccc1OC (centres undefined),i,i,0,0,i,i,i,-0.5,i,i,i
Cn1c(=O)c2[nH]c(CNCc3ccccc3Cl)nc2n(C)c1=O,i,i,-2,6,i,i,i,0.2,i,i,i
CC(C)(C)C(=O)CN1C(=O)NC(c2ccccc2)(c2ccccc2)C1=O,i,i,-8,4,i,i,i,-0.3,i,i,i
CCOc1ccc(C(=O)NCCCN(CC)CC)cc1,i,i,0,1,-5.4*,i,i,-0.2,i,i,i
CCCOC(=O)c1c(NC(=O)C2CCCO2)sc(C(=O)OC)c1C (centres undefined),i,i,17,13,i,i,i,-0.1,i,i,i
COC(=O)c1cc(/C=C/c2ccccc2)[nH]n1,i,i,5,0,i,i,i,2.8,i,i,i
CCCCOC(=O)C(C)Nc1n[nH]c(=O)[nH]c1=O (centres undefined),i,i,-4,1,i,i,i,-0.8,i,i,i
c1ccc(OCc2nn3c(-c4n[nH]c5c4CCC5)nnc3s2)cc1,i,i,5,-7,i,i,i,-0.1,i,i,i
Cc1csc(SCC(=O)Nc2ccc(S(=O)(=O)N3CCCC3)cc2)n1,i,i,-4,3,i,i,i,·,i,i,i
CCOC(=O)c1c(N)c2cc([N+](=O)[O-])ccc2n1C,i,i,36,8,i,i,i,3.0,i,i,i
COc1ccc(C2C=C(c3ccccc3)Nc3nnnn32)cc1 (centres undefined),33*,i,1,4,i,i,i,0.4,i,i,i
N#CCc1c(C#N)c(N)nc(N2CCCC(CO)C2)c1C#N (centres undefined),i,i,6,-1,i,i,i,-0.5,i,i,i
O=C(COc1ccccc1)N=C1SC2CS(=O)(=O)CC2N1c1ccc(F)cc1F (centres undefined),i,i,-2,0,i,i,i,0.0,i,i,i
COc1ccccc1C(=O)NNC(=O)c1csc(N2CCOCC2)n1,i,i,-8,-13,i,i,i,0.0,i,i,i
CC(C)(c1ccccc1)c1ccc(OCC(O)CNC2CCN(Cc3ccccc3)CC2)cc1 (centres undefined),i,i,16,13,i,i,i,-7.5,i,i,i
COCCn1c(SCC(=O)NNC(=O)c2ccc(OC)c(OC)c2)nc2ccccc2c1=O,i,i,-6,-5,i,i,i,-0.6,i,i,i
O=C(NCc1ccco1)c1ccccc1Br,i,i,-4,2,i,i,i,0.4,i,i,i
Cc1ccc(NC(=O)Cc2ncc(C(F)(F)F)cc2Cl)cc1Cl,i,i,-5,-5,i,i,i,0.2,i,i,i
O=C(CCn1cccc1)Nc1ccc(F)cc1,i,i,0,-4,i,i,i,0.2,i,i,i
CC(C)Oc1ccc(C(CC(=O)N2CCOCC2)C(C)C)cc1 (centres undefined),i,i,3,-4,i,i,i,-0.2,i,i,i
# New compounds follow
SMILES,MrgX1 ag,RGS4 block,Platelet DG rel,SKKanGAS inh,MrgX1 antagonist,MrgX1 allo act,TRPC4 block,HIF act,RGS4 act,TRPC6 inhibitor,TRPC6 act
O=C(N/N=C/c1ccccc1)c1ccc(NC(=O)c2ccc(F)cc2)cc1,i,i,21,-2,i,i,i,-0.1,i,i,i
FC(F)(F)c1nc2ccccc2n2c(-c3c(Cl)cccc3Cl)nnc12,i,i,8,3,i,i,i,-0.3,i,i,i
COc1cccc2cc(C(=O)N3CCN(C/C=C/c4ccccc4)CC3)c(=O)oc12,i,i,-1,5,i,i,i,0.2,i,i,i
COc1ccccc1N(CC(O)Cn1ccnc1C)S(=O)(=O)c1ccccc1 (centres undefined),i,i,3,-7,i,i,i,0.8,i,i,i
CCOc1ccc(S(=O)(=O)NCCC(=O)NCc2ccccn2)cc1,i,i,12,0,i,i,i,0.0,i,i,i
CN(CC(=O)NCCc1ccccc1)Cc1ccco1,i,i,3,-11,i,i,i,1.8,i,i,i
Cc1cc(C)c(N2C(=O)C3C4CC(=O)C(c5ccccc54)C3C2=O)c(C)c1 (centres undefined),i,i,-12,-9,i,i,i,0.6,i,i,i
Cc1noc(C)c1S(=O)(=O)Nc1c(C)n(C)n(-c2ccccc2)c1=O,i,i,-3,4,i,i,i,-3.5,i,i,i
Cc1ccc(S(=O)(=O)c2c(COC(=O)c3cccc(Cl)c3)c(-c3ccccc3)nn2C)cc1,i,i,-3,-29,i,i,i,-0.3,i,i,i
CCOC(=O)C1(CCOc2ccccc2)CCN(Cc2ccc(O)cc2)CC1,i,i,2,-2,i,i,i,-10,i,i,i
CCOCCCNCc1c(Cl)cccc1Cl,i,i,3,0,i,i,i,-0.3,i,i,i
NNC(=O)CSc1nnnn1-c1ccccc1,i,i,0,0,i,i,i,0.2,i,i,i
Cc1ccc(C(=O)CNc2ccc(F)cc2)cc1,i,i,17,4,i,i,i,2.0,i,i,i
CCOC(=O)c1ccc(C(=O)OCC)c(NC(=S)Nc2ccc([N+](=O)[O-])cc2OC)c1,i,i,5,7,i,i,i,1.4,i,i,i
COc1cccc(C(=O)Nc2ccc(N(C)C)cc2)c1OC,i,i,-1,17,i,i,i,-27,i,i,i
COCCNC(=O)c1ccc(CN2CCc3ccccc3C2)cc1,i,i,-15,-14,i,i,i,-0.1,i,i,i
COc1cc(Cl)c(C)cc1NC(=O)CCCN1C(=O)CCC1=O,i,i,10,-5,i,i,i,0.1,i,i,i
Cc1ccccc1S(=O)(=O)NCC1CCCO1 (centres undefined),i,i,8,-2,i,i,i,0.0,i,i,i
CCOC(=O)c1ccc(-n2cc(C(=O)c3cccnc3)nn2)cc1,i,i,19,3,i,i,i,0.6,i,i,i
COc1cc(O)cc2occ(-c3ccc(O)cc3)c(=O)c12,i,i,3,0,i,i,i,0.4,i,i,i
COc1ccc(F)cc1CN1CCN(C(=O)CCC(=O)Nc2nnc(C(C)C)s2)CC1,i,i,5,2,i,i,i,0.2,i,i,i
Nc1nc(SCC(=O)NCc2ccc3c(c2)OCO3)n[nH]1,i,i,-8,-12,i,i,i,0.1,i,i,i
COc1ccc(CNC(=O)Nc2ccc(C)cc2)cc1,i,i,4,0,i,i,i,1.4,i,i,i
CCCS(=O)(=O)N1CCN(S(=O)(=O)c2ccccc2[N+](=O)[O-])CC1,i,i,12,-6,i,i,i,0.2,i,i,i
Cc1noc(NS(=O)(=O)c2ccc(NC(=O)c3nn(-c4ccc(F)cc4)ccc3=O)cc2)c1C,i,i,-14,3,i,i,i,-0.2,i,i,i
# (further entries)
SMILES,MrgX1 ag,RGS4 block,Platelet DG rel,SKKanGAS inh,MrgX1 antagonist,MrgX1 allo act,TRPC4 block,HIF act,RGS4 act,TRPC6 inhibitor,TRPC6 act
CCC(=O)Nc1ccc(NC(=O)CCc2ccccc2)cn1,i,i,2,8,i,i,i,0.4,i,i,i
CC12CCC(C(=O)N3CCCCC3)(CC1=O)C2(C)C (centres undefined),i,i,3,0,i,i,i,0.3,i,i,i
CCc1cc2c3c(c(=O)oc2cc1OCC(=O)OC)CCCC3,i,i,0,1,i,i,i,-0.6,i,i,i
CCOC(=O)c1c(/N=C/c2ccc(C)cc2O)sc2c1CCC2,i,i,7,1,i,i,i,0.4,i,i,i
O=C(Nc1ccccc1)c1ccc(NCCc2ccccc2)c([N+](=O)[O-])c1,i,i,2,0,i,i,i,0.8,i,i,i
O=C(c1cc(Br)ccc1Cl)N1CCN(c2ccccn2)CC1,i,i,-3,3,i,i,i,-29,i,i,i
CCOc1ccc(NC(=O)C2CC(=O)N(c3ccccc3F)C2)cc1 (centres undefined),i,i,-9,0,i,i,i,0.2,i,i,i
CC(C)NC(=O)CSc1nc2ccccc2n1-c1ccccc1,i,i,-2,-5,i,i,i,-0.5,i,i,i
COC(=O)c1cn(-c2ccccc2)nc1C(=O)OC,i,i,-1,12,i,i,i,0.2,i,i,i
CC12CCC(=O)N1C(C(=O)NCCc1ccc(S(N)(=O)=O)cc1)CS2 (centres undefined),i,i,-2,1,i,i,i,-0.7,i,i,i
O=C(C1CCN(S(=O)(=O)c2cnc[nH]2)CC1)N1CCN(c2ncccn2)CC1,i,i,·,6,i,i,i,-0.3,i,i,i
Cc1ccc(C(=O)OCC(=O)N2CC(=O)Nc3ccccc32)s1,i,i,-2,-8,i,i,i,0.0,i,i,i
CCCCCC/C=C/c1ccc([C@H]2[C@H]3C=CC[C@@H](C)[C@@H]3C(=O)N2Cc2ccccc2)c(F)c1,i,i,-1,21,i,i,i,-0.2,i,i,i
CCOC(=O)c1cnn(-c2ncnc3c2oc2ccccc23)c1N,i,i,2,3,i,i,i,1.8,i,i,i
COc1ccccc1NS(=O)(=O)c1ccc(C)c(C(N)=O)c1,i,i,2,-1,i,i,i,-0.5,i,i,i
N#Cc1ccc(OCc2nnc3n2CCCCC3)cc1,i,i,-5,2,i,i,i,-0.3,i,i,i
CCOC(=O)c1ccccc1NC(=O)CSc1nnc(C)c(=O)[nH]1,i,i,2,6,i,i,i,-0.4,i,i,i
Cc1cc(CNC(=O)C2CCC(=O)N(Cc3ccccc3F)C2)on1 (centres undefined),i,i,-7,-3,i,i,i,-0.6,i,i,i

# Part of the list above in a different format:
canonical_smiles	MrgX1 ag	RGS4 block	Platelet DG rel	SKKanGAS inh	MrgX1 antagonist	MrgX1 allo act	TRPC4 block	HIF act	RGS4 act	TRPC6 inhibitor	TRPC6 act
CCc1cc2c3c(c(=O)oc2cc1OCC(=O)OC)CCCC3	i	i	0	1	i	i	i	-0.6	i	i	i
CCOC(=O)c1c(/N=C/c2ccc(C)cc2O)sc2c1CCC2	i	i	7	1	i	i	i	0.4	i	i	i
CCC(=O)Nc1ccc(NC(=O)CCc2ccccc2)cn1	i	i	2	8	i	i	i	0.4	i	i	i
CCOC(=O)c1cnn(-c2ncnc3c2oc2ccccc23)c1N	i	i	2	3	i	i	i	1.8	i	i	i
